Rin1 Abl inh: human Rin1-Abl interaction inhibition | TR-FRET Rin1/Abl binding, biochemical | inhibition, % at 7.35 µM | P00519+Q13671 | 0.4% of 360,000 active | AID 588664; in the data active = inhibition above about 5%, passing the limit was not always enough
Tb MetRS inh: blocks T. brucei methionyl-tRNA synthetase activity; purified T. brucei MetRS, ATP depletion, Kinase-Glo luminescence; inhibition, % at 11.9 µM; 0.4% of 360,000 active;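 active = inhibition above a per-plate cutoff of the control wells' mean inhibition plus 3 SD, cut at about 5.5% in these data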;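 also: 0% = DMSO wells median and 100% = median of wells with control inhibitor compound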
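Assay system: T. brucei methionyl-tRNA synthetase, purified | Medium: HEPES buffer with MgCl2, KCl, DTT, spermine, BSA, pyrophosphatase | Compound: 11.9 µM single point | Incubation: 15 min enzyme-compound preincubation, 2 h reaction, 10 min detection, 25 °C | Measured by: Kinase-Glo luciferase luminescence reporting remaining unconsumed ATP | Measure: % inhibition normalized to control-well medians | Replication: Singlicate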
MsrA act: bovine methionine sulfoxide reductase A activation; 0.3% of 360,000 active; AID 602163; purified bovine MsrA, absorbance read-out; activation, % at 10.6 µM; in the data active = activation above about 7.5%;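 also: 0% = vehicle and 100% = reference activator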
eLon inh: inhibits E. coli Lon protease; P0A9M0; purified E. coli Lon protease, fluorescence polarization; inhibition, % at 7.94 µM; 0.42% of 360,000 active; in the data active = inhibition above about 13%, passing the limit was not always enough;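 also: 0% = enzyme with probe and DMSO and 100% = no enzyme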
Neddylation inh: inhibitors of human cullin neddylation. TR-FRET cullin neddylation, biochemical. calls only at 25 µM. AID 651699. P61081+Q13564. 0.58% of 360,000 active; in the data active = inhibition above about 36%
MLLE-PAM2 inh: blocks PAM2 peptide binding to the PABP1 MLLE domain; P11940; GST-MLLE / FITC-PAM2 fluorescence polarization; inhibition, % at 20 µM; 0.36% of 360,000 active; AID 588489; in the data active = inhibition above about 35%, passing the limit was not always enough;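 also: plate controls were DMSO wells with GST-MLLE for no effect and wells lacking GST-MLLE protein for full effect; some results filed as inactive read as strong as hits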
FAS TE block: inhibitors of human fatty acid synthase thioesterase domain | AID 602261 | P49327 | recombinant FAS-TE, OMFH fluorogenic substrate, fluorescence endpoint | inhibition, % at 15 µM | 0.67% of 360,000 active;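 active = compounds whose normalised, plate-corrected inhibition of enzyme fluorescence in the single-dose primary screen is 50% or more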;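 also: 0% = DMSO with enzyme and 100% = substrate without enzyme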
CSN inh: CSN deneddylation inhibition. Q92905. Purified CSN, SCF-Nedd8-OG deneddylation, fluorescence polarization. inhibition, % at 12.5 µM. 0.38% of 360,000 active;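 active = pattern-corrected inhibition above about 35%, with an unprinted fluorescence ratio check between 0.5 and 1.5, limit read from the data, passing the limit was not always enough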;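 also: 0% = enzyme with substrate and 100% = substrate without enzyme; some results filed as inactive read as strong as hits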
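Test system: Human Csn5 produced in HEK293T cells | Compound: 12.5 µM single point | Times: 90 min, room temperature | Signal: Fluorescence polarization readout | Read-out basis: % inhibition of substrate cleavage by Csn5 | Controls: no-enzyme wells high, enzyme-with-substrate wells low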
MsrA inh: inhibits bovine methionine sulfoxide reductase A. 0.75% of 360,000 active. AID 651718. purified bovine MsrA, absorbance read-out. inhibition, % at 15.5 µM; in the data active = inhibition above about 4.5%;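 also: 0% = vehicle wells with enzyme and 100% = reference inhibitor wells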
Starred values were filed as active, the others as inactive; i = inactive; · = no result given.

No.	Structure	Rin1 Abl inh	Tb MetRS inh	MsrA act	eLon inh	Neddylation inh	MLLE-PAM2 inh	FAS TE block	CSN inh	MsrA inh
1	O=C(CCCN1C(=O)/C(=C\c2cccs2)SC1=S)Nc1cccnc1	-3	-0.1	-4	-8	i	-3	-2	1	-0.5
2	COc1ccc(N2CCN(C(=O)c3ccc(Cn4c(=S)[nH]c5ccc(N6CCOCC6)cc5c4=O)cc3)CC2)cc1	2	-0.1	-5	-1	i	-73	23	1	0.1
3	COc1ccc(/C=C2\SC(=S)N(CCC(=O)NC3CCCC3)C2=O)cc1OC	-2	-0.4	0	-2	i	63	2	5	1.7
4	Cc1ccccc1NC(=O)Cc1nc(CSc2nnc(-c3ccc4c(c3)OCO4)o2)cs1	-1	0.1	-4	-2	i	-70	-2	4	0.6
5	O=c1[nH]c(Sc2ccc([N+](=O)[O-])cc2[N+](=O)[O-])nc2ccccc12	1	0.1	-6	11	i	-63	28	10	3.8
6	CC(C)CCN(CCC(C)C)C(CO)(CO)CO	1	-2.4	-12	-7	i	-35	-7	0	2.7
7	CCN(CC)S(=O)(=O)c1cc(NC(=O)CSc2nc3c(cc2C#N)C(=O)CC(C)(C)C3)ccc1C	3	0.1	-1	-9	i	12	18	3	0.8
8	Cc1oc(-c2ccccc2)nc1CSc1nc2c(c(=O)[nH]1)CCC2	0	-0.8	-4	-1	i	-15	1	1	0.3
9	Nc1cc(-c2ccc(Cl)cc2)nn1S(=O)(=O)c1ccccc1	0	-0.5	-9	-8	i	0	6	-2	-0.3
10	COc1ccc(C)cc1C(=O)CCC(=O)NCCc1ccc(S(N)(=O)=O)cc1	3	-1.0	-2	-4	i	-16	-2	2	1.4
11	CC(=O)c1ccc(NC(=O)CSc2nc3ccccc3c(=O)n2CCCN2CCOCC2)cc1	3	0.1	-2	-3	i	8	1	-4	-0.6
12	CN(C(=O)c1cccnc1)c1nnc(-c2cnccn2)s1	0	-0.6	-7	-6	i	14	-7	1	2.3
13	C=Cc1ccc(Cn2nc(-c3ccc(C)cc3)ccc2=O)cc1	1	-0.5	-4	0	i	-1	25	-1	0.5
14	O=C(O)c1ccc(N=C2SCC(=O)N2Cc2ccccc2)cc1	-7	0.1	-2	0	i	2	-4	1	-0.6
15	O=C(OCCN1CCOCC1)c1ccc(Cl)cc1Cl	0	-0.6	1	2	i	3	-7	-1	1.5
16	COc1cccc(OC)c1NC(=O)CN(C)S(=O)(=O)c1ccc2c(c1)OCCO2	1	-0.2	-1	8	i	9	-10	4	-0.9
17	COc1cccc2c1OCC(C(=O)NCc1ccc(Cl)cc1Cl)=C2	-4	-0.3	-2	3	i	-12	22	-7	2.5
18	Cc1onc(-c2c(F)cccc2Cl)c1C(=O)Nc1cccc(S(=O)(=O)N2CCOCC2)c1	3	0.1	-1	-5	i	10	9	-4	-1.2
19	COC(=O)c1ccccc1NC(=O)CSc1n[nH]c(-c2cccnc2)n1	2	-0.8	2	-5	i	-15	-7	-2	0.2
20	Cc1cc(Nc2c(C#N)c(N)nn2C)ccc1F	1	0.0	-8	2	i	-40	-10	3	0.0
21	CCCCNC(=S)N(C)/N=C/c1ccc(F)cc1	1	0.3	-5	2	i	-111	31	-10	1.1
22	C=CCSc1nnc(-c2cccc3ccccc23)o1	0	-0.5	-7	1	i	-1	-6	3	-0.5
23	CC(=O)Nc1ccc(S(=O)(=O)NNC2=NS(=O)(=O)c3ccccc32)cc1	-1	-0.1	-11	5	i	-5	-9	-1	1.3
24	CCOc1ccccc1C1C2CCCCC2(O)CCN1C(=O)c1cccs1 (stereo not drawn)	2	-0.2	0	-4	i	8	-5	-1	-0.7
25	O=c1c(-c2ccc(O)cc2)coc2c(C3O[C@H](CO)[C@@H](O)[C@H](O)[C@H]3O)c(O)ccc12 (stereo partly drawn)	-3	0.2	-2	-3	·	-5	-6	-3	0.8
26	Cc1ccccc1COc1ccc(-c2nn[nH]n2)cc1	-1	0.3	-3	-8	i	12	-6	2	-0.1
27	CC(=O)NCC(=O)OC(C)C(=O)Nc1ccc(C(C)=O)cc1 (stereo not drawn)	4	-0.6	-11	-5	i	-10	-10	-2	-0.9
28	CCCOC(=O)c1c(-c2ccc(OC)cc2)oc2ccc(-c3ccc(OC)nc3)cc12	0	0.4	-10	8	·	-18	17	2	0.8
29	CCn1c(C)nc2cc(-c3nnc(-c4c(-c5ccccc5)noc4C)o3)ccc21	-5	-0.9	-12	4	i	3	16	1	0.0
30	Clc1cccc(Cc2c(-c3ccccc3)nc3ccc(Cl)cn23)c1	2	0.2	4	-14	i	0	2	5	1.2
31	COc1ccccc1Nc1nc(N2CCCC2)nc(N2CCOCC2)n1	-3	-0.2	0	3	i	-22	14	3	0.1
32	CCN(CC)CCCC(C)Nc1nccc2c(Cl)cccc12 (stereo not drawn)	-2	-0.3	-2	-9	i	1	-4	0	0.4
33	Oc1cccc(-c2nnc(-c3cccc(O)c3)nn2)c1	-6	-0.7	1	-3	i	5	0	-7	-0.8
34	CC1CCCCN1C(=O)COC(=O)C1CCN(S(=O)(=O)c2c(Cl)cccc2Cl)CC1 (stereo not drawn)	6	0.1	-6	2	i	-26	5	-3	-0.5
35	COc1ccc(NC(=O)C(c2ccc(C)cc2)N(C)C(=O)CNC(C)=O)cc1 (stereo not drawn)	-1	-0.4	-2	3	i	-5	-7	0	0.8
36	O=c1[nH]c(CN2CCN(c3ncccn3)CC2)nc2c(Br)cc(Br)cc12	-4	-0.6	-7	9	i	-1	11	0	0.4
37	CC1CCN(CC(O)COc2cccc(F)c2)CC1 (stereo not drawn)	0	0.1	0	-2	i	-1	-6	1	0.1
38	CC(=O)c1c(C)oc2ccc(NS(=O)(=O)c3ccc(O)c(C(=O)O)c3)cc12	0	-0.7	-10	3	i	-9	-6	0	-0.3
39	O=C(CSc1nnc(-c2ccncc2)o1)Oc1ccccc1	2	0.3	1	-1	i	1	-7	0	-0.6
40	CC(C)(O)C#Cc1ccc(C(=O)NCc2ccccc2F)cc1	2	0.1	-3	8	i	0	-11	-8	0.3
41	Cc1ccc(NC(=O)c2ccc(OCC3CCCO3)cc2)nc1 (stereo not drawn)	-1	0.0	-3	-6	i	13	-8	-6	-1.1
42	COC(=O)CSC1=C(C#N)C(c2ccc3c(c2)OCO3)C2=C(CCCC2=O)N1 (stereo not drawn)	0	0.6	-8	-9	i	-20	-1	2	·
43	COCCN(C(=O)CSc1nnc(-c2cccc(F)c2)n1N)c1c(N)n(CC(C)C)c(=O)[nH]c1=O	7	0.3	-2	-6	i	-28	-5	4	-0.8
44	O=C(CN1C(=O)COCC1=O)N1CCOCC1	-1	-0.7	1	0	i	12	-7	0	-0.3
45	COc1ccccc1C(=O)Nc1ccc(N2CCN(C(C)=O)CC2)cc1	1	-0.5	-1	-4	i	6	-8	1	-0.3
46	CC(C)(C)NC(=O)Cc1ccc(Cl)c(Cl)c1	4	-1.3	-7	1	i	-1	-2	-5	-1.1
47	CCC(C)N(C(=O)CSc1nnc(NC(C)C)s1)C1CCS(=O)(=O)C1 (stereo not drawn)	4	-0.4	-7	-2	i	0	-8	-3	-0.4
48	Cc1ccccc1Oc1nnc(-c2cccs2)c2ccccc12	0	-1.1	-4	1	i	-6	18	2	1.7
49	Cc1cc(CNC(=O)c2cccc(OC3CCN(S(=O)(=O)N(C)C)CC3)c2)on1	1	-0.1	-2	-14	i	-12	-3	-1	-0.7
50	S=C(NC1CCCC1)N1CCN(c2ccc(Cl)cc2)CC1	-1	-0.3	-1	-1	i	-157	21	-3	-0.8

Full records, quoted from the list:
`CC1CCN(CC(O)COc2cccc(F)c2)CC1` (stereo not drawn) reads Rin1 Abl inh = 0; Tb MetRS inh = 0.1; MsrA act = 0; eLon inh = -2; Neddylation inh = i; MLLE-PAM2 inh = -1; FAS TE block = -6; CSN inh = 1; MsrA inh = 0.1
`COC(=O)CSC1=C(C#N)C(c2ccc3c(c2)OCO3)C2=C(CCCC2=O)N1` (stereo not drawn) reads Rin1 Abl inh = 0; Tb MetRS inh = 0.6; MsrA act = -8; eLon inh = -9; Neddylation inh = i; MLLE-PAM2 inh = -20; FAS TE block = -1; CSN inh = 2; MsrA inh = ·
`Oc1cccc(-c2nnc(-c3cccc(O)c3)nn2)c1` reads Rin1 Abl inh = -6; Tb MetRS inh = -0.7; MsrA act = 1; eLon inh = -3; Neddylation inh = i; MLLE-PAM2 inh = 5; FAS TE block = 0; CSN inh = -7; MsrA inh = -0.8

The list continues.
No.	Structure	Rin1 Abl inh	Tb MetRS inh	MsrA act	eLon inh	Neddylation inh	MLLE-PAM2 inh	FAS TE block	CSN inh	MsrA inh
51	Cc1ccc(-c2nn(CC(=O)NCc3ccccn3)c(=O)c3ccccc23)cc1S(=O)(=O)N(C)C	2	-0.4	-6	-2	i	5	1	-7	0.5
52	O=C(Cn1cccc1C(=O)c1ccccc1)NCc1cccc(Cl)c1	1	-0.3	-4	7	i	-2	7	5	-0.3
53	Cc1cccc(NC(=O)Cn2c(=O)n(CC3CCCO3)c(=O)c3ccccc32)c1 (stereo not drawn)	2	0.4	-2	-14	i	2	0	4	-0.6
54	C[N+]1(CC(O)COCC2COc3ccccc3O2)CCOCC1 (stereo not drawn)	-3	-1.6	-14	-6	i	-101	-4	-4	0.9
55	CC(C)CC(=O)Nc1ccc(Oc2ccc3c(c2)C(=O)NC3=O)cc1	1	-1.1	-6	-7	i	-18	0	1	0.3
56	CCc1ccc(NC(=O)CCCn2nc(CC)n3c(cc4occc43)c2=O)cc1	0	-0.3	-1	1	i	7	4	6	0.3
57	Cc1nnc(CN(C)C(=O)c2cc(COc3ccc(C)c(C)c3)on2)o1	3	-0.4	2	-1	i	2	-8	-1	1.6
58	O=c1c2cc(O)c(O)cc2oc2cc(O)c(C3OC(CO)C(O)C(O)C3O)c(O)c12 (stereo not drawn)	29*	0.5	-4	0	i	2	-1	8	2.0
59	CN(CC(=O)Nc1ccccc1Sc1ccccc1)C1CCCCC1	-4	-1.1	-11	-2	i	4	28	-6	-0.3
60	COC(=O)CN(c1nc(C)cc(OC)n1)S(=O)(=O)c1ccc(C)cc1	-2	-1.1	-4	3	i	-7	2	-4	-1.5
61	O=C(O)C1CCN(S(=O)(=O)c2ccc3[nH]ccc3c2)CC1	-1	0.0	-3	1	i	1	-5	-3	-0.7
62	CCOC(=O)c1ccc(NC(=O)Nc2nc3ccccc3s2)cc1	1	-0.2	-10	12	i	4	-5	2	0.9
63	CCCNC(=O)C1(C)CCN(C(=O)c2ccc(F)c(Cl)c2)C1 (stereo not drawn)	-1	-0.1	-2	-11	i	-6	-8	-6	-0.2
64	COCc1cc(CN2CCCC(CNC(=O)c3ccc(F)cc3)C2)ccc1OC (stereo not drawn)	4	-0.8	-3	-7	i	-11	-3	105	0.3
65	CCc1ccccc1NC(=O)CCNS(=O)(=O)c1cc(Br)cnc1N	1	0.2	-1	-4	i	3	-3	2	0.5
66	CC(C)C(=O)Nc1nnc(SCC(=O)NCc2ccco2)s1	-1	-0.8	-2	-8	i	-12	-6	5	-0.1
67	CC(=O)c1cc(OC(=O)c2ccncc2)ccc1OC(=O)c1ccncc1	2	-1.0	-5	-5	i	0	6	1	0.5
68	O=C1NC[C@H](CCCCN2CCN(CC3CCCCC3)C(=O)C2=O)N(Cc2ccccc2)C1=O	·	-0.6	-4	-3	i	·	-7	-2	-0.7
69	Cc1noc(C)c1COC(=O)COc1ccc(-c2ccccc2)cc1	1	0.0	-4	-11	i	-11	29	0	-0.4

Screening results from PubChem BioAssay.
